Screening results from PubChem BioAssay.
Tau fluor cs = counter-screen for tau fibril formation inhibitors | tau K18 P301L (four-repeat tau fragment) Alexa594 fluorescence, heparin fibrillization | Potency, µM (highest dose often 57.7 µM), for inactives: top-dose activity change, negative = decrease | 280,000 compounds, 0.93% hits | AID 1463; further: potency means the concentration at half of the fitted maximal effect; on the % scale 0 is the no-effect control and ±100 the full control effect; nearly all actives have a fitted effect of over 55% in size
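Human K18 P301L tau (15 uM unlabeled plus 0.24 uM Alexa 594-labeled, final) in 100 mM sodium acetate pH 7 was mixed with compound and 20 uM heparin and incubated 6 hr at 37 C.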
Tau fibril FP = blocks human tau fibril formation measured by polarization. P10636. K18 P301L tau heparin fibrillization, Alexa594 FP, 6 h. Potency, µM (titrated, usually from 57.7 µM), inactives show at the highest dose activity, negative = inhibition, usual class: inhibitors. 280,000 compounds, 0.39% hits. AID 1468; further: potency means the concentration at half of the fitted maximal effect; on the % scale 0 is the no-effect control and ±100 the full control effect; nearly all actives have a fitted effect of over 55% in size
Target sequence (P10636 561-689 P618L limits assumed): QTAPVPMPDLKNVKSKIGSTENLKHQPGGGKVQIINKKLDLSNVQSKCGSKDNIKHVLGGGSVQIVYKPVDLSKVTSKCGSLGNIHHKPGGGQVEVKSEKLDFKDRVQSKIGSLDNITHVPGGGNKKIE
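Quantitative HTS format: compounds meet 15 uM recombinant K18 P301L tau and Alexa 594-tau tracer in 100 mM sodium acetate pH 7; 20 uM heparin triggers fibrillization at 37 C over 6 hr; FP gives the signal.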
TRb SRC2 PPI = disrupts binding of human TR beta to SRC2. Potency, µM (highest dose often 106 µM), for the others: at the highest dose activity change, negative = inhibition, actives largely listed as inhibitors. 280,000 compounds, 0.065% hits. TRbeta-SRC2 peptide binding, fluorescence polarization; receptor liganded with 1 µM T3;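 further: potency means the concentration at half of the fitted maximal effect; plate controls were bound peptide for no effect and peptide without receptor for full effect; nearly all actives have a fitted effect of over 50% in size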
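TRb LBD 0.6 uM + Texas Red SRC2 peptide 20 nM, 1 uM T3, Tris buffer w/ 5% DMSO; compound pinned, 5 h RT; FP read ex 555/em 632; normalized to unbound and bound controls.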
CBFb-RUNX1 inh = CBF-beta/RUNX1 interaction disruption | AlphaScreen CBFb-His/RUNX1-biotin binding, biochemical | Potency, µM (doses to about 59.8 µM), without a hit: at the top dose activity, negative = inhibition, most hits filed as inhibitors | Q01196+Q13951 | 230,000 tested, under 10 active; further: % of control where 0% means no effect
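CBFb-His/RUNX1-biotin, 30 nM each, preincubated 20 min RT; compound 15 min RT; Ni + streptavidin beads 50 ng each, 90 min RT; AlphaScreen read.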
TexasRed fluor = alters Texas Red total fluorescence, flagging assay interference; TRb/SRC2 Texas Red total fluorescence interference; Potency, µM (series often up to 106 µM), for inactives: top-dose fluorescence change, negative = quenching; 280,000 compounds, 0.29% hits; active means well fitted curve in either direction with a large enough effect; inconclusive means small, poorly fitted or top-dose-only effect; further: potency means the concentration at half of the fitted maximal effect; on the % scale 0 is the no-effect control and ±100 the full control effect
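Flags fluorescent or light-absorbing compounds by total fluorescence, S + 2P, at 555 nm excitation and 632 nm emission. Mixture: 20 nM Texas Red SRC2 peptide, 0.6 uM human TRb LBD, 1 uM T3, 5% DMSO; compound exposure 5 h at ambient temperature.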
GLA spleen mod = inhibitors or activators of human alpha-galactosidase in spleen homogenate; P06280; human spleen homogenate, 4MU-alpha-Gal fluorescence, 40 min; Potency, µM (titrated, usually from 80 µM), inactives show top-dose activity change, negative = inhibition, most hits filed as inhibitors; 240,000 compounds, 0.008% hits; AID 2107;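 further: potency means the concentration at half of the fitted maximal effect; 0% = enzyme with vehicle and -100% = no enzyme basal signal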
Target sequence (P06280 32-429 limits assumed): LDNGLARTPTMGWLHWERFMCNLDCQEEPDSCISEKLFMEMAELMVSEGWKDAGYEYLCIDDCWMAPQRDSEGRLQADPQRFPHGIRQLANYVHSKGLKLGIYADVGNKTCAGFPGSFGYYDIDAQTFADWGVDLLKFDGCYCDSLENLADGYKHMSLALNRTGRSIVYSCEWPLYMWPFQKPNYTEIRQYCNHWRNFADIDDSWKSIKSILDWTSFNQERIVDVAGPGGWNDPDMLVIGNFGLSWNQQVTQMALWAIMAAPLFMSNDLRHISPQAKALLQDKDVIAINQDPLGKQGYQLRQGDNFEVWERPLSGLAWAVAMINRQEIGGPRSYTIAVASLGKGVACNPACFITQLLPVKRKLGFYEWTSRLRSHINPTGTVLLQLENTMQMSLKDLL
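Human spleen homogenate (1 ug) as enzyme source, 4-methylumbelliferyl-alpha-D-galactopyranoside 1 mM final, citrate/phosphate pH 5.0 with 0.01% Tween-20. Compounds 40 min at 37C, NaOH/glycine stop; fluorescence Ex 365/Em 440, Hill-fit AC50.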
Epigenetic derep = epigenetic control regulation, reporter derepression; murine LDR cells, GFP reporter derepression, 30 h; Potency, µM (titrated, usually from 53.9 µM), without a hit: at the highest dose GFP activation, most hits filed as activators; 280,000 compounds, 0.2% hits; further: potency means the concentration at half of the fitted maximal effect; % of control where 0% means no effect; nearly all actives have a fitted effect of over 60% in size
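Derepression of a silenced CMV-GFP reporter in murine LDR cells is scored by enumerating GFP-positive cells with a laser-scanning microplate cytometer after 30 hours of treatment at 37 C.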
NPSR antagonist = blocks cAMP signaling of the human neuropeptide S receptor; CHO-NPSR cells, cAMP TR-FRET, antagonist mode; Potency, µM (titrated, usually from 38.3 µM), inactives show at the highest dose activity change, negative = inhibition, actives largely listed as inhibitors; 220,000 compounds, 1% hits; AID 1461; further: potency means the concentration at half of the fitted maximal effect; on the % scale 0 is the no-effect control and ±100 the full control effect; nearly all actives have a fitted effect of over 50% in size; many of its hits are not listed in these tables
Target sequence (Q6W5P4 whole entry, looked up): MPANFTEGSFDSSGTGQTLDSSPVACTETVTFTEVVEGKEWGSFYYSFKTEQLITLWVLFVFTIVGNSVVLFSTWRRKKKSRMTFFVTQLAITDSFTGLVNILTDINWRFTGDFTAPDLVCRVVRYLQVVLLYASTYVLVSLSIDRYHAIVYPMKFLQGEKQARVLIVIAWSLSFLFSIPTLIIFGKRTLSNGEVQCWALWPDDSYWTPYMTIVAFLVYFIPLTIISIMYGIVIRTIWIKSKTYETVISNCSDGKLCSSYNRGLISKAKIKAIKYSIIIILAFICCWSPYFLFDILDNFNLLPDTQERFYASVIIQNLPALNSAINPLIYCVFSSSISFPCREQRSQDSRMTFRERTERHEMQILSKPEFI
* hit, by the source's call; ? = inconclusive; nt = no result given; [ ] = another dose, or the depositor's remark. Unless noted, the call rests on the fitted dose curve; in most records, active means well fitted curve in the direction sought with a large enough effect; inconclusive means small, poorly fitted or top-dose-only effect, or another doubt; inactive means no such curve, though single readings can be large; an effect the other way counts as inactive or inconclusive. Not all compounds are listed; rates above refer to the full screens.

SMILES | Tau fluor cs | Tau fibril FP | TRb SRC2 PPI | CBFb-RUNX1 inh | TexasRed fluor | GLA spleen mod | Epigenetic derep | NPSR antagonist
CCOc1ccc(-c2nc3n(c(=O)c2C#N)CCS3)cc1 | -14% | -10% | 0% | -3% | 0% | -4% | 0.2% | 7%
COc1cccc(-c2nnc(SCC(=O)NC3CCCCC3)o2)c1 | -15% | -12% | 1% | nt | -1% | nt | 1.3% | nt
O=C1CC(N(CCc2ccccc2)C(=S)Nc2ccccc2)C(=O)N1c1ccc(Br)cc1 (stereo not given) | ? | 7.9µM* | 0% | -3% | 3% | -5% | 1.3% | ?
COC(=O)c1ccc(N=c2sc(C(=O)OC)cc(=O)n2C)cc1 | -1% | -7% | 4% | 8% | 2% | 11% | -1.2% | 27%
O=C(CCn1c(=O)oc2ccccc21)NCCC1=CCCCC1 | -7% | -4% | -9% | 8% | 0% | -5% | 1.8% | 8%
COc1ccc(S(=O)(=O)Nc2cc(C)ccc2OC)cc1C | -3% | 6% | -1% | 8% | -1% | 1% | 0.0% | -9%[46.1 µM]
CCCCNc1nc2c(c(=O)n(Cc3ccc(Cl)c(Cl)c3)c(=O)n2C)n1C | 11µM*[quencher] | ? | -1% | nt | -1% | nt | -1.9% | nt
Cn1c(SCCCC(=O)c2ccc(F)cc2)nnc1-c1ccncc1 | -13% | -8% | -18% | 6% | -2% | -6% | 1.9% | -4%[46.1 µM]
CC(C(=O)NC1CCCCC1)N1CCN(C)CC1 (stereo not given) | 4% | -4% | 3% | 6% | -5% | -11% | 0.0% | 16%
COCCN(C(=O)C1CC1)c1nnc(-c2ccc(C)cc2)s1 | -5% | 5% | 3% | 6% | 3% | 8% | -0.4% | -19%[46.1 µM]
CCOC(=O)c1sc2nc(CC(=O)OC)nc(N(C)CCc3ccccn3)c2c1C | -3% | 3% | 2% | 2% | -1% | 2% | 3.7% | -20%
S=C(Nc1ccccc1Cl)N1CCC(c2ccccc2)C1 (stereo not given) | -27% | -10% | 2% | 1% | 0% | -5% | -4.8% | 6%
COc1ccc(OC)c([C@H](O)CNC(=O)CN)c1 | nt | nt | 2%[53 µM] | 2%[21.7 µM] | -2%[53 µM] | -5%[29.1 µM] | -0.3%[16.9 µM] | nt
COc1ccc(CC(=O)NCc2ccc3c(c2)CCN3C(=O)c2ccc(C)cc2)cc1OC | -1% | 6% | -3% | nt | -5% | nt | -0.5% | nt
CCCCNC(=O)CN(c1cccc(F)c1)S(C)(=O)=O | -3% | 0% | -4% | 10% | 2% | 1% | 0.0% | -8%[46.1 µM]
O=C(Cn1c(C(F)(F)F)nc2ccccc21)N/N=C/c1ccco1 | 1% | 5% | 2% | 6% | -4% | 0% | 0.9% | -3%
Cc1nn(-c2ccccc2)c(N2CCCC2)c1/C=N/NC(=O)c1ccccc1O | ? | 7% | 7% | -14% | -2% | 2% | -1.8% | -9%
Cc1ccc(-c2nn(-c3ccccc3)cc2C2CC(c3cccs3)=NN2C(=O)CCC(=O)O)cc1 (stereo not given) | -6% | -15% | -3% | -8% | 3% | 5% | -0.3% | ?
CCOc1cccc(C(c2c(C)n(C)n(-c3ccccc3)c2=O)c2c(C)n(C)n(-c3ccccc3)c2=O)c1OC | -13% | -15% | 9% | nt | -4% | nt | -1.8% | nt
O=C(NC(=S)Nc1ccccn1)c1cncc(Br)c1 | -2% | -4% | 0% | 5% | 2% | 4% | 1.5% | 5%
CCOC(=O)/C(C#N)=N/Nc1ccccc1C#N | -4% | 2% | -2% | 7% | -4% | 3% | -1.0% | -17%
COc1cc(C2CC(C(F)(F)F)n3ncc(C(=O)O)c3N2)cc(OC)c1OC (stereo not given) | 3% | 4% | 2% | 1% | -2% | -13% | 0.1% | 0%[46.1 µM]
CCc1ccc(NS(=O)(=O)c2ccc3[nH]cc(C(=O)N4CCCCC4)c(=O)c3c2)cc1 | 8% | 7% | 5% | 7% | -1% | 4% | -1.0% | -14%[46.1 µM]
CN(C)c1ncc(C(=O)NCc2ccccc2Cl)cn1 | 7% | 3% | -2% | nt | 0% | nt | -3.0% | nt
CC(=O)c1ccc([N+](=O)[O-])cc1 | nt | nt | -9% | 8%[21.7 µM] | 0% | 2% | nt | nt
CCCC(C)c1nnc(NC(=O)c2cc(C(=O)OC)cc([N+](=O)[O-])c2)s1 (stereo not given) | -19% | 5% | -6% | -5% | -4% | -4% | 0.0% | -14%[46.1 µM]
N#Cc1cc(Sc2ccccn2)c([N+](=O)[O-])cc1C#N | ? | -17% | 7% | -11% | -24% | -6% | 9.8% | -12%
CC(C)N(NC(=O)c1cccc2ccccc12)C(C)C | 0% | -4% | -7% | 3% | -1% | 0% | 2.3% | 18%
C/C(=N\NC1=NCCN1)c1ccccc1 | -2% | 0% | 1% | 4% | -6% | 3% | 1.1% | -13%
COC(=O)c1cccc(C(=O)N2CCCC(C(=O)c3cc(F)ccc3F)C2)c1 (stereo not given) | -16% | -6% | -2% | 6% | -1% | 2% | 0.0% | 35%
Cc1cc(C)c(S(=O)(=O)NCC(c2ccc(N(C)C)cc2)N2CCc3ccccc32)c(C)c1 (stereo not given) | ? | 7% | 3% | nt | -1% | nt | 10% | nt
Cc1ccc(NC(=O)c2c([N+](=O)[O-])c(C(C)(C)C)nn2C)c(C)c1 | -17% | 4% | -3% | 0% | -2% | 0% | -1.9% | 4%
O=C(Nc1cccc(C(=O)OCc2cc(=O)n3ccsc3n2)c1)c1ccc(F)cc1 | -4% | ? | 0% | nt | -4% | nt | ? | nt
CCOC(=O)C1=C(C)NC(=O)NC1c1ccc(OC(=O)c2ccco2)c(OC)c1 (stereo not given) | -5% | -7% | 4% | 0% | -3% | -4% | 0.0% | -10%[46.1 µM]
O=C(/C=C/c1ccc(Cl)c([N+](=O)[O-])c1)Nc1cccnc1 | -26% | 3% | 9% | 8% | -3% | 4% | -5.7% | -24%[46.1 µM]
COc1ccc(-c2nc(CC(=O)O)cs2)cc1 | -7% | -8% | -2% | 8% | -1% | 5% | 1.8% | -4%[46.1 µM]
c1ccc2c(c1)oc1c(N3CCOCC3)ncnc12 | -4% | 3% | 1% | 2% | -1% | -3% | -8.8% | 4%[46.1 µM]
C(=N\c1nc2ccccc2n1CCN1CCCCC1)/c1ccc2c(c1)OCO2 | -10% | 6% | 2% | 0% | 1% | -4% | 0.0% | -4%[46.1 µM]
Cn1c(SCC(=O)c2ccc(O)c(O)c2)nnc1-c1cccs1 | -16% | ? | -7% | 24% | -7% | 0% | -0.3% | -15%[7.67 µM]
CCS(=O)(=O)N1CCC(C(=O)NCCc2ccc(OC)c(OC)c2)CC1 | -3% | -3% | -14% | 2% | 0% | 8% | 1.9% | -3%[46.1 µM]
O=C(Nc1cc(Cl)ccc1Oc1ccccc1)c1cnccn1 | -17% | 7% | -2% | 3% | -2% | 0% | 0.5% | 19%[46.1 µM]
O=C(NCc1ccco1)c1cccn2c(=O)c3cc4ccccc4cc3nc12 | -8% | 0% | -10% | -27% | -12% | 0% | 16µM* | ?
CCn1nc(CC(=O)Nc2nnc(CC(=O)N3CCCC3)s2)c2ccccc2c1=O | -5% | -3% | 7% | 12% | 1% | 3% | -1.8% | -23%[46.1 µM]
COc1ccc(N=C2SC(CC(=O)Nc3ccc(OC)cc3OC)C(=O)N2C)cc1 (stereo not given) | -16% | -2% | 1% | 0% | -6% | ? | 1.1% | -11%[46.1 µM]
CCC/C(O)=C1\C(=O)CC(c2ccccc2)CC1=NC(C)C(=O)O (stereo not given) | 7% | -1% | -11% | 15% | 1% | 9% | 0.0% | 4%
O=C(OCc1cncs1)c1ccccc1Cl | -15% | -3% | 3% | 16% | 1% | -2% | 6.2% | 3%
O=C(CCN1CCCCC1)Nn1c(=S)[nH]c2ccccc2c1=O | 0% | -2% | 1% | 0% | 2% | 1% | 1.0% | -1%[46.1 µM]
O=C(NCc1cccnc1)C1CCN(S(=O)(=O)N2CCC3(CC2)OCCO3)CC1 | -12% | -9% | -3% | -1% | -3% | 13% | 1.3% | -29%[46.1 µM]
COc1ccc(CCNC(=O)c2ccc(CS(=O)(=O)c3ccc(Cl)cc3)o2)cc1OC | -7% | 7% | 5% | -3% | -1% | -4% | 0.0% | -8%[46.1 µM]
COc1ccc(OC)c(-c2noc(N3CCN(c4cc(C)ccc4C)CC3)n2)c1 | -11% | 5% | 4% | nt | -19% | nt | -0.4% | nt
CCCCOc1ccc(/C=C2/Sc3ccccc3C2=O)cc1 | ? | 1% | -25% | 9% | 0% | -4% | 0.0% | 4%[46.1 µM]
CCOc1ccc(NS(=O)(=O)c2ccc(-c3cc(C)no3)s2)cc1 | -26% | ? | 2% | nt | 0% | nt | -1.4% | nt
O=C(C#Cc1ccccc1)c1ccc([N+](=O)[O-])cc1 | ? | ? | 2% | -18% | -4% | 1% | -0.3% | ?
COCc1cc(=O)n2[nH]c(-c3ccsc3-n3c(C)ccc3C)cc2n1 | ? | ? | 7% | nt | -20% | 8% | 2.0% | -7%[46.1 µM]
O=C(CN(C(=O)CSc1nc2ccccc2o1)c1cccc(F)c1)NC1CCCCC1 | -10% | -7% | -1% | -1% | -6% | -9% | -0.2% | -27%[46.1 µM]
COc1c(Cl)cc(Cl)cc1/C=N/n1cnnc1 | 11% | 1% | -3% | -5% | -4% | 3% | 5.8% | -12%[46.1 µM]
COc1ccc(NC(=O)CCNC(C)=O)cc1NS(=O)(=O)c1ccc(F)cc1 | -18% | 1% | -18% | -12% | -1% | -3% | -1.0% | -2%[46.1 µM]

In the list so far, 2 contain a CF3 group.
SMILES | Tau fluor cs | Tau fibril FP | TRb SRC2 PPI | CBFb-RUNX1 inh | TexasRed fluor | GLA spleen mod | Epigenetic derep | NPSR antagonist
O=C(Cn1c(C(F)(F)F)nc2ccccc21)N/N=C/c1ccco1 | 1% | 5% | 2% | 6% | -4% | 0% | 0.9% | -3%
COc1cc(C2CC(C(F)(F)F)n3ncc(C(=O)O)c3N2)cc(OC)c1OC (stereo not given) | 3% | 4% | 2% | 1% | -2% | -13% | 0.1% | 0%[46.1 µM]
